NPYLR7 ag: mosquito NPYLR7 agonism | HEK293T NPYLR7/Galpha15, GCaMP6s calcium fluorescence | activation, % at 10 µM | hit rate 0.15% among 270,000; in the data active = activation above about 40%;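 also: 0% = vehicle and 100% = reference agonist at the receptor; some compounds past the cut are filed as inactive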
hcGAS inh: blocks human cGAS activity | Q8N884 | recombinant h-cGAS, ATP depletion, Kinase-Glo luminescence | inhibition, % at 12.5 µM | hit rate 0.081% among 290,000 | AID 1259398;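 also: 0% = vehicle reaction and 100% = reaction without DNA for no activity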
Target sequence (Q8N884 whole entry, looked up): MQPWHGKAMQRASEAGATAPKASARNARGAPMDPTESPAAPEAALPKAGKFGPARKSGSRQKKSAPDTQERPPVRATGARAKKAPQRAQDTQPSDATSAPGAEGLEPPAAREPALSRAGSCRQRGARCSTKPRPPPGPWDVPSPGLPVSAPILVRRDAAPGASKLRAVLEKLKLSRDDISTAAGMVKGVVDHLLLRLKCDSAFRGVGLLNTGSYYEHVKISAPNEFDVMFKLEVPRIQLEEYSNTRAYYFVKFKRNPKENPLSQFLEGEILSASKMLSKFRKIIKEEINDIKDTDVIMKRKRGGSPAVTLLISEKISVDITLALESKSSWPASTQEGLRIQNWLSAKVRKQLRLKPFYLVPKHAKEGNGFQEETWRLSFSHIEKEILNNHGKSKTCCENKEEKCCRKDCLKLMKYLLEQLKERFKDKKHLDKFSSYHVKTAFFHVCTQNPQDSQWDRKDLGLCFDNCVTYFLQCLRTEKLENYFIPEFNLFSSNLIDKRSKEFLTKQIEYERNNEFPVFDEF
mcGAS lum: inhibitors of mouse cGAS; hit rate 0.15% among 160,000; AID 1259399; inhibition, % at 12.5 µM; recombinant cGAS, Kinase-Glo ATP depletion luminescence;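 also: 0% = negative control wells and 100% = reference inhibitor with no enzyme activity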
* = called active by the depositor; . = not tested or not shown; & = joins results of further samples. Rule as the data show it, unless noted: active = inhibition above about 40%; inactive = the rest.

SMILES | NPYLR7 ag | hcGAS inh | mcGAS lum
N#Cc1ccc(COC(CN2CCN(C(=O)c3ccco3)CC2)c2cccc(N3CCCC3)c2)cc1 (configuration not stated) | -0.1 | -3.6 | -4.0
CC1CN(c2nccnc2C#N)CCN1C(=O)CCNC(=O)c1ccsc1 (configuration not stated) | 5.9 | -1.2 | 3.5
Cc1ccc(NC(=O)c2cc3n(n2)CCN(Cc2cccc(Cl)c2)C3=O)cc1C | 0.0 | -6.0 | -5.1
O=C1OC(C(=O)Nc2nc(-c3ccccc3Cl)cs2)Cc2ccccc21 (configuration not stated) | 1.2 | -1.7 | -4.8
O=C(O)c1cccc(C2Nc3ccccc3C(=O)N2CCCN2CCOCC2)c1 (configuration not stated) | -0.3 | -2.5 | -2.8
COCCCN(CC(=O)N1CCc2sccc2C1COc1ccccc1OC)C(=O)Nc1cccc(Cl)c1 (configuration not stated) | -2.7 | 4.8 | 0.1
COc1cccc(-n2nnc3c(=O)n(Cc4ccccc4)cnc32)c1 | 8.4 | -7.2 | .
CC(=O)c1ccc(NC(=O)CN(C)Cc2cccc(F)c2)cc1 | 4.4 | -4.4 | .
COC(=O)c1cc(NC(=O)C2CC(=O)N(C3CC3)C2)cc(C(=O)OC)c1 (configuration not stated) | -2.1 | -4.4 | -16.4
CC1CCCCC1OCCNC(=O)C1(c2ccc(F)cc2)CCC1 (configuration not stated) | 54.7* | -2.8 | .
CC(=O)Nc1cccc(-c2ccnc3c2CC(C)(C(=O)NCC2CC2)O3)c1 (configuration not stated) | -14.9 | -4.0 | -6.0
CC(C)(C)n1cc(C#N)c(NS(=O)(=O)c2cccc(F)c2)n1 | 4.7 | -9.0 | .
O=C(Nc1cc(S(=O)(=O)N2CCCC2)ccc1O)c1ccc(S(=O)(=O)NC2CC2)cc1 | 3.8 | -2.5 | .
CC(NCc1csc2ccc(Cl)cc12)C(=O)NC1CCCC1 (configuration not stated) | 3.1 | -8.4 | .
COc1cn(CC(=O)NC(C)C)c(CN2CCN(c3ccccc3)CC2)cc1=O | -1.2 | -5.3 | -7.9
O=C(CSc1nc(=O)n(CCCN2CCOCC2)c2c1CCC2)Nc1nc2ccccc2s1 | -1.0 | -5.2 | -8.1
Cc1ccc(C)c(CN(Cc2nc(C(=O)NCC3CCCO3)co2)C(C)c2ccccc2)c1 (configuration not stated) | -3.5 | 1.5 | 1.2
COc1ccc(NC(=O)Nc2ccc(N3CCC(Cc4ccccc4)CC3)c(C(=O)N3CCCC3)c2)cc1 | -3.0 | -14.1 | -6.8
COc1cccc(COc2c[nH]c(C(=O)Nc3cc(NC(C)=O)ccc3OC)cc2=O)c1 | 1.9 | -9.7 | .
COc1cc(CN2CCC(C(=O)NC(c3ccc(F)cc3)c3ccc4ccccc4n3)CC2)cc(OC)c1 (configuration not stated) | 3.9 | -2.5 | -3.0
CCN(Cc1ccccc1)Cc1nc2ccccc2c(=O)[nH]1 | -2.6 | -5.9 | -1.3
COc1ccc(CCNC(=O)C(C2CCCC2)N2CCN(C(=O)C3CCC3)CC2)cc1 (configuration not stated) | -5.4 | -5.6 | -6.3
CCOc1ccc(CN2CCC3(CC2)CNC(=O)C3)cn1 | 24.1 | -6.4 | .
CCOC(=O)c1ccc(NC(=O)CSc2c(C(C)C)cnc3c2c(=O)n(C)c(=O)n3C)cc1 | 7.8 | -7.2 | -8.6
CC1(C)CC(Nc2nc3nonc3nc2NC2CCCC2)CCO1 (configuration not stated) | -6.7 | 2.2 | .

The last five records of the part above open the next one:
SMILES | NPYLR7 ag | hcGAS inh | mcGAS lum
CCN(Cc1ccccc1)Cc1nc2ccccc2c(=O)[nH]1 | -2.6 | -5.9 | -1.3
COc1ccc(CCNC(=O)C(C2CCCC2)N2CCN(C(=O)C3CCC3)CC2)cc1 (configuration not stated) | -5.4 | -5.6 | -6.3
CCOc1ccc(CN2CCC3(CC2)CNC(=O)C3)cn1 | 24.1 | -6.4 | .
CCOC(=O)c1ccc(NC(=O)CSc2c(C(C)C)cnc3c2c(=O)n(C)c(=O)n3C)cc1 | 7.8 | -7.2 | -8.6
CC1(C)CC(Nc2nc3nonc3nc2NC2CCCC2)CCO1 (configuration not stated) | -6.7 | 2.2 | .
O=C(O)CSc1nc2c(cnn2CCO)c(=O)[nH]1 | 4.9 | -4.1 | .
CCCCN(CC(=O)N1CCc2sccc2C1c1ccc(Cl)cc1)C(=O)c1ccc(F)cc1 (configuration not stated) | 18.6 | -6.1 | -4.4
O=C(O)CCSc1nc(-c2ccccc2)c(-c2ccccc2)[nH]1 | -12.6 | -6.4 | .
CC1(C)C2(C(=O)N3CCN(Cc4cc(=O)c(OCc5cccc(F)c5)co4)CC3)CC[C@@]1(C)C(=O)O2 | 17.0 | -1.9 | -4.9
CN(C)CCSc1nc2ccccc2[nH]1 | 7.8 | 0.8 | .
C=CCOc1ccc(C(=O)Nc2sc3c(c2C(=O)NCCCOC)CCCC3)cc1 | -7.1 | -5.3 | -5.9
COc1cccc(N2CCN(C(=O)Cn3cnc4c([nH]c5cc(OC)c(OC)cc54)c3=O)CC2)c1 | . | -5.8 | -10.1
O=C(CSCC(=O)N1CCCCC1)Nc1ccc(I)cc1 | 4.2 | -3.4 | -16.8
O=C(CN(CC1CCCO1)c1ccnc(-c2ccccc2)n1)N1CCCC1 (configuration not stated) | 9.2 | -7.3 | .
O=C(CCC1CCCN(c2ncccn2)C1)NCc1ccccc1F (configuration not stated) | 4.1 | -4.0 | .
Cc1ncc([N+](=O)[O-])n1CCO | -11.4&-11.8&-5.3&-0.6&-1.6 | -7.2&-2.4&1.6&4.7&2.0 | -1.0&-0.5
O=C(Nc1ccc2c(c1)OCCO2)c1ccc(=O)[nH]n1 | -0.4 | -8.8 | .
O=S(=O)(Nc1ccc(-n2cncn2)nc1)c1cccs1 | 6.6 | -5.2 | .
O=C(CSc1ncnc2c1oc1ccccc12)NCc1ccco1 | -9.8 | -6.9 | .
O=C1CCc2cc(-c3csc(NCc4ccco4)n3)ccc2N1 | 15.3 | -8.5 | .
Cc1ccc(/C=C2/SC(=NS(=O)(=O)c3cccs3)NC2=O)cc1 | 11.5 | 8.1 | .
Cc1ccc(O)c(C(=O)NC2CC(=O)N(Cc3ccccc3C(F)(F)F)C2)c1 (configuration not stated) | 3.5 | -6.9 | .
CN=c1scc(-c2ccco2)n1N=Cc1cc(Br)c(O)c(OC)c1 | 1.9 | -9.0 | -5.4
CCCc1c(C(=O)Nc2ccc(-c3onc4c3CCCC4)cc2)cnn1-c1ccccc1 | 23.4 | -4.5 | -5.2
CCOC(=O)C1(Cc2ccccc2C)CCCN(C(=O)c2cc(C3CC3)[nH]n2)C1 (configuration not stated) | -1.1 | 1.5 | 2.4
CCCCN(C)C(=O)c1sc(=O)n(CC(=O)c2ccc3c(c2)OCCO3)c1C | -3.9 | -0.2 | .
COc1cc(OC)cc(C(=O)NC(C(=O)NN(C)C)C23CC4CC(CC(C4)C2)C3)c1 (configuration not stated) | 0.4 | -4.8 | -4.7
CN(C)S(=O)(=O)c1ccc(C(=O)Nc2c3c(nn2-c2cccc(Cl)c2)CS(=O)C3)cc1 (configuration not stated) | -1.8 | -4.2 | .
Cc1ccc(NC(=O)CSc2cn(CC(=O)N3CCOCC3)c3ccccc23)cc1 | -6.1 | 1.4 | -1.8
C=C1C[C@]23C[C@@]1(O)CC[C@H]2[C@@]12C=C[C@H](O)[C@](C)(C(=O)O1)[C@H]2[C@@H]3CC(=O)O | 1.4 | -0.1 | -6.8
CCC(=O)NCC(=O)Nc1ccc(OC)c(Oc2ccc(OC)cc2)c1 | 7.2 | -9.0 | .
Cc1cc(-c2ccc(F)cc2)nc2cc(C(N)=O)nn12 | -2.9 | -1.7 | -4.9
Fc1ccc(Nc2nc(-c3ccco3)nc3cc(Cl)ccc23)cc1 | 0.2 | -2.0 | 2.4
C=CCN(CC(=O)N(CCc1ccccc1)Cc1ccc(C)o1)C(=O)C1CCC1 | 2.7 | -1.2 | -1.5
NC1=NC(c2ccccc2Br)n2c(nc3ccccc32)N1 (configuration not stated) | 2.2 | 2.0 | .
CN(C)C(CNS(=O)(=O)CCc1ccccc1)c1cccc2ccccc12 (configuration not stated) | 0.3 | -10.8 | -9.6
COc1ccc2c(c1)CCCN2C(=O)C1=NN(c2ccccc2)C(=O)CC1 | 6.5 | -6.1 | -10.7
COc1cc2c(cc1OC)C1CN(C(=O)c3cncc(Br)c3)CC(=O)N1CC2 (configuration not stated) | 15.5 | -6.4 | -7.1
Cc1ccc(-n2nc(-c3cccn3C)cc2C(=O)N2CCN(c3cccc(Cl)c3)CC2)cc1 | -0.6 | -2.9 | -5.8
OC[C@H]1OC(n2cnc3c(N[C@H]4CCC[C@@H]4O)ncnc32)[C@H](O)[C@@H]1O (some centres not stated) | 5.7 | -7.6 | -5.0
CC(=O)OC12c3ccccc3OC(=O)C1(C)C1(OC(C)=O)c3ccccc3OC(=O)C21C (configuration not stated) | 3.2 | 3.5 | .
CCOC(=O)C1(Cc2ccc(Cl)cc2)CCN(Cc2ccccn2)CC1 | 10.4 | -8.5 | .
COc1ccc(NC(=O)N2CCN(CC(OCc3ccc(C(F)(F)F)cc3)c3ccc(Cl)cc3)CC2)cc1 (configuration not stated) | . | -5.1 | -6.6
CCNC(=O)Nc1ccc(N(C)C)c(CN(C(=O)c2ccc(OC)cc2)C(C)c2ccccc2)c1 (configuration not stated) | 34.6 | -10.2 | -12.3
COc1cc(C=C(C#N)c2nc3c(s2)CCCC3)cc(OC)c1OC | -9.5 | 1.4 | .
O=C(NCc1ccc(N2CCOCC2)nc1)C1CCCN(C(=O)c2ccc(Cl)cc2)C1 (configuration not stated) | -1.4 | 0.9 | .
COc1ccccc1/C=C1/SC(=S)N(CCC(=O)Nc2ccc(O)cc2)C1=O | -10.8 | 0.5 | -0.4
COCCN(Cc1nc2ccccc2o1)C(=O)c1cnn(-c2ccccc2)c1C(F)(F)F | 3.5 | -0.9 | -4.4
C=CCN1C(=O)NC(c2ccccc2Cl)C2=C1CN(CC(=O)NC1CCCCC1)C2=O (configuration not stated) | -0.9 | -5.2 | -3.8
CSCc1ccc(C(=O)N2CCCC(Nc3ccc(F)cc3)C2)o1 (configuration not stated) | -0.9 | 6.3 | -1.4
Cc1cc(C)c2c(n1)nn1c(NCC(C)C)cc(C)nc21 | -0.2 | -9.0 | -8.3
Cc1occc1C(=O)N1CCC(=O)N(Cc2ccc(F)cc2)C(C(C)C)C1 (configuration not stated) | 9.1 | -6.2 | -16.5
C#CCNC(=O)CN1CC(C)OCC1C (configuration not stated) | 16.4 | -4.3 | .
COc1ccc(C(C)=O)cc1Cn1c(C)c(C(=O)NCc2cccc(Cl)c2)sc1=O | 16.4 | -1.1 | .
COc1ccc(NC(=O)Cn2cc(OC)c(=O)cc2CSc2ncccn2)cc1 | -1.9 | -4.6 | -5.2

(list continues)
SMILES | NPYLR7 ag | hcGAS inh | mcGAS lum
O=C(O)CCN(CCC(=O)O)c1ccccc1O | -5.3 | -2.4 | .
Cc1ccc(Nc2nc(-c3c(C)nc4cc(C)ccn34)cs2)c(C)c1 | -8.3 | -5.0 | -7.2
CC(=O)c1nc(N2C(=O)CC(Cc3cc(C)cc(C)c3)C2=O)sc1C (configuration not stated) | 2.2 | -4.5 | .
CCN(CC(=O)N1N=C(c2ccccc2Cl)CC1c1cc(OC)ccc1OC)C1CCCCC1 (configuration not stated) | -8.1 | -1.1 | -0.2
CCOc1ccccc1CNC(=O)c1c(C)noc1-c1ccncc1 | 5.6 | -9.5 | -10.8
COC(=O)c1ccc(N2C(=O)CC(N(Cc3ccco3)C(=S)NCCc3ccccc3)C2=O)cc1 (configuration not stated) | 1.8 | -3.0 | .
C=CCN(CC(=O)N1CCc2sccc2C1c1ccccc1C)C(=O)C(C)(C)CCl (configuration not stated) | -6.2 | 6.8 | 1.1
COc1cc2c(C(=O)O)c(C)n(-c3cccc(C)c3)c2c2ccccc12 | -8.9 | -6.3 | -3.0
CC(=O)Nc1ccc(Nc2cc(-n3cccn3)ncn2)cc1 | -4.6 | -3.8 | -6.0
CCCCC(=O)Nn1cnc2c(cnn2-c2ccc(C)c(C)c2)c1=O | -4.6 | -6.9 | .
O=C(CSC(C(=O)c1ccccc1)c1ccccc1)Nc1ccccc1 (configuration not stated) | -7.1 | -7.5 | .
Cc1cc(C)cc(N=C2NC(=O)/C(=C/c3ccco3)S2)c1 | -3.1 | -1.5 | -8.1
Cc1nc2ccc(C(=O)NC(C)(C)C)cn2c1N(C)C(=O)CCc1ccccc1 | 16.0 | -6.5 | -5.0
CC(C)(C)c1ccc(C2SCCN2C(=O)Nc2cccc(F)c2)cc1 (configuration not stated) | 0.9 | -1.9 | 0.9
O=C(O)Cc1nc(-c2ccncc2)n[nH]1 | 2.7 | -7.1 | .
COCCOC(=NCCCN(C)C)NC(=O)c1ccc(OC)cc1 | 5.9 | -3.8 | -4.7
CC(c1ccncn1)N(C)C(=O)c1cccc(C#CC(C)(C)O)c1 (configuration not stated) | 6.6&10.1 | -3.9&-10.4 | -13.1
O=c1cc(CSc2nnc(-c3ccc(Cl)s3)o2)occ1O | 6.0 | -5.7 | .

Entries of single compounds as entered above. Order of screens: NPYLR7 ag | hcGAS inh | mcGAS lum
O=C(O)CCSc1nc(-c2ccccc2)c(-c2ccccc2)[nH]1 across the screens: -12.6 | -6.4 | .
O=C(CSc1nc(=O)n(CCCN2CCOCC2)c2c1CCC2)Nc1nc2ccccc2s1 across the screens: -1.0 | -5.2 | -8.1
CCOC(=O)c1ccc(NC(=O)CSc2c(C(C)C)cnc3c2c(=O)n(C)c(=O)n3C)cc1 across the screens: 7.8 | -7.2 | -8.6
CCCCN(CC(=O)N1CCc2sccc2C1c1ccc(Cl)cc1)C(=O)c1ccc(F)cc1 (configuration not stated) across the screens: 18.6 | -6.1 | -4.4

Source: PubChem

This is a random part of the collection (roughly 0.27% active in at least one column).
